MCF10A rereplic: inducers of DNA re-replication in MCF 10A breast cells. Potency, µM (top dose mostly 46.1 µM), for the others: at the top dose activity, positive = re-replication, usual class: activators. MCF 10A DNA re-replication, Hoechst nuclear intensity, 48 h. 2.9% of 350,000 active; further: potency means the concentration at half of the fitted maximal effect; % of control where 0% means no effect; nearly all actives have a fitted effect of over 50% in size
SW480 rereplic: inducers of DNA re-replication in SW480 colon cancer cells. 1.8% of 340,000 active. SW480 DNA re-replication, Hoechst DNA content imaging, 48 h. Potency, µM (highest dose often 46.1 µM), inactives show top-dose re-replication activation, hits mostly activators; further: potency means the concentration at half of the fitted maximal effect; % of control where 0% means no effect; nearly all actives have a fitted effect of over 55% in size
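Hoechst fluorescence of nuclei (405 nm excitation, 500-530 nm emission) measured by plate-scanning imager after 48 hr compound exposure at 37 C; re-replication scored as increased number of nuclei with elevated intensity.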
IL-1B inflam inh: inflammasome signaling inhibition, IL-1 beta readout; THP-1 LPS/ATP IL-1B secretion, AlphaLISA, 16 h; hits give low values; activity change, % at 57.5 µM; 4.7% of 360,000 active; AID 743279; in the data active means activity change below about -50%; inconclusive means mostly about -30% to -49%; further: on the % scale 0 is the no-effect control and ±100 the full control effect
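THP-1 cells pretreated 1 hr with compounds (up to 57.5 uM final), then stimulated with LPS (250 ng/mL final) plus ATP (1.25 mM final); secreted IL-1B measured by AlphaLISA after 16 hr, decreased signal indicating inhibition.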
GLP1R cytotox: cytotoxicity counter-screen for GLP-1 receptor inverse agonists; 0.13% of 410,000 active; AID 624418; HEK293 cAMP-luciferase reporter cells, luminescence, 24 h; Potency, µM (titrated, usually from 38.3 µM), without a hit: at the highest dose activity change, negative = inhibition, actives largely listed as inhibitors;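 further: loss of luciferase light is scored as toxicity; potency means the concentration at half of the fitted maximal effect; on the % scale 0 is the no-effect control and ±100 the full control effect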
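A 23 nL compound transfer followed 12 hours of cell culture at 37 deg C; exposure then lasted 24 hr. Luciferase assay detection reagent was dispensed and plates read for luminescence after a 12 min room-temperature wait.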
HT1080 IDH1KD tx: kills HT-1080 cells with IDH1 knockdown; 2% of 360,000 active; Potency, µM (series often up to 46.1 µM), without a hit: at the highest dose activity, negative = toxicity, hits mostly cytotoxic; AID 686971; HT-1080 IDH1 knockdown viability, ATP luminescence, 48 h;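 further: potency means the concentration at half of the fitted maximal effect; 0% = DMSO wells and -100% = cell-free medium wells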
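Knockdown cells (IDH1KD HT-1080) received compounds 2 h after plating at 750 cells/well and were kept 48 h at 37 °C in 5% FBS RPMI. A CellTiter-Glo luminescence read gave % activity for curve fitting.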
HT1080-NT tox: kills 2HG-producing HT-1080-NT fibrosarcoma cells | 1.6% of 360,000 active | Potency, µM (titrated, usually from 46.1 µM), inactives show top-dose activity, negative = less viability, most hits filed as cytotoxic | HT-1080-NT fibrosarcoma viability, CellTiter-Glo ATP luminescence, 48 h;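 further: NT is the 2HG producing partner of a matched IDH1 knockdown line; potency means the concentration at half of the fitted maximal effect; 0% = DMSO-treated cells and -100% = media-only wells without cells; nearly all actives have a fitted effect of over 55% in size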
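HT-1080-NT; 750 cells/well; 5% FBS RPMI; 48 h compound, 37 degrees C; CellTiter-Glo luminescence; curve fitting and curve-class assignment.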
KB-V1 MDR tox: kills drug-selected multidrug resistant KB-V1 cells. KB-V1 MDR cells viability, CellTiter-Glo, 72 h. Potency, µM (doses to about 46.1 µM), for inactives: top-dose activity change, negative = cytotoxicity, actives largely listed as cytotoxic. 3.4% of 400,000 active; further: potency means the concentration at half of the fitted maximal effect; on the % scale 0 is the no-effect control and ±100 the full control effect; nearly all actives have a fitted effect of over 60% in size
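KB-V1 cells (P-gp-expressing MDR subline of KB-3-1) in phenol-red-free DMEM with 10% FBS were exposed to library compounds over a concentration series for 72 h at 37 degrees C. Viability read by CellTiter-Glo luminescence; concentration-effect curves fitted after normalization.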
KB-3-1 cytotox: kills parental KB-3-1 adenocarcinoma cells. KB-3-1 viability, CellTiter-Glo ATP luminescence, 72 h. AID 1347075. Potency, µM (doses to about 46.1 µM), for the others: top-dose activity change, negative = cytotoxic, most hits filed as cytotoxic. 1.4% of 400,000 active; further: potency means the concentration at half of the fitted maximal effect; on the % scale 0 is the no-effect control and ±100 the full control effect; nearly all actives have a fitted effect of over 60% in size
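Multi-concentration cytotoxicity screen in KB-3-1 cells grown in DMEM lacking phenol red with 10% FBS. After 72 h at 37 °C with compound, ATP-dependent luminescence was recorded.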
DRD3 agonist: activates the human D3 dopamine receptor. max activation, %. P35462. AID 652048. D3R DiscoveRx beta-arrestin cells, luminescence, 90 min. 0.58% of 410,000 active; in the data active means max activation above about 30%; further: 0% is about no effect; mostly tested at two doses, the higher about 12 µM
Target sequence (P35462 whole entry, looked up): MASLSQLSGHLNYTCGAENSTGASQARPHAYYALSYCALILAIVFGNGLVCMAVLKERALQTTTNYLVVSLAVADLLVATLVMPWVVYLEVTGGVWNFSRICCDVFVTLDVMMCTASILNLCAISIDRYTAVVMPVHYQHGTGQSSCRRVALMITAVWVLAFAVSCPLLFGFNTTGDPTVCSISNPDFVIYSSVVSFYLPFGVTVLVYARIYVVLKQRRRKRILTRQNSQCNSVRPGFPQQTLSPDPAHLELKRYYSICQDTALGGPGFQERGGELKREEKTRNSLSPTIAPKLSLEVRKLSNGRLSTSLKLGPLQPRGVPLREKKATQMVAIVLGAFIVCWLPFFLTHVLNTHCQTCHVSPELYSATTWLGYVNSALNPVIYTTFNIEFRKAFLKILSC
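Cells at 1500/well, incubated overnight, then treated with pinned compounds (dopamine as control) for 90 min at 37 degrees C. DiscoveRx reagent added for 30 - 60 minutes at room temperature; luminescence read.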
Numbers without * were called inactive; ? = inconclusive; . = no result given; [ ] = remark or other dose. Unless noted, the call rests on the fitted dose curve; in most records, active means well fitted curve in the direction sought with a large enough effect; inconclusive means small, poorly fitted or top-dose-only effect, or another doubt; inactive means no such curve, though single readings can be large; an effect the other way counts as inactive or inconclusive.

#	Compound	HT1080-NT tox	DRD3 agonist	GLP1R cytotox	KB-V1 MDR tox	HT1080 IDH1KD tx	MCF10A rereplic	IL-1B inflam inh	KB-3-1 cytotox	SW480 rereplic
1	Cc1cc(C)cc(C(O)c2ncc(-c3ccccc3Cl)[nH]2)c1 (stereo not given)	?	-12	-6%	-3%	21µM*	.	0	-1%	.
2	O=C(COC(=O)CCC(=O)c1cccs1)Nc1ccc(Cl)cn1	15%	0	-6%	13%	-1%	0%	30	0%	-6%
3	O=C(N1CCOCC1)C12CC3CC(C1)CC(C(=O)N1CCOCC1)(C3)C2	20%	-5	-9%	11%	12%	0%	-6	5%	-4%
4	C=CCSc1ncccc1C(=O)NCCc1ccc(Cl)cc1	-2%	5	-1%	1%	1%	-16%	6	-18%	0%
5	O=C(Nc1ccccc1N1CCOCC1)c1ccc(F)c(S(=O)(=O)N2CCOCC2)c1	9%[9.24 µM]	10	-2%	?	7%	?	0	-27%	-6%
6	Cc1ccc(NC(=O)CN2C(=O)NC(Cc3ccccc3)C2=O)c(Br)c1 (stereo not given)	?	3	3%	8%	?	-2%	12	0%	0%
7	COC(=O)c1nc(NC(=O)c2ccc(Cl)cc2)n[nH]1	6%	-3	2%	0%	0%	-1%	-10	-6%	2%
8	CCCCNC(=O)CCn1nc(-c2ccc(C)cc2)c2ccccc2c1=O	0%	-1	-13%	?	3%	-4%	-9	-26%	-2%
9	CCN1CCN(c2ncc3c(n2)CC(c2ccccc2O)CC3=O)CC1 (stereo not given)	.	18	-7%	-20%	.	.	.	-14%	.
10	Cc1ccc(S(=O)(=O)C(CNC(=O)C(=O)NCCc2ccc(Cl)cc2)c2ccco2)cc1 (stereo not given)	.	-16	-11%	-23%	.	.	.	-13%	.
11	COc1ccccc1-c1coc2c(CN3C(C)CCCC3C)c(O)ccc2c1=O (stereo not given)	6%	3	-1%	9%	4%	0%	-3	7%	3%
12	CCCCNC(=O)N1CCN(c2ccccc2OC)CC1	18%	1	15%	-8%	0%	-3%	-4	-10%	3%
13	CC1CCCN(CC(O)COCC2COc3ccccc3O2)C1 (stereo not given)	6%	-4	-4%	-22%	12%	7%	4	7%	-3%
14	O=C(CCS(=O)(=O)c1ccc(Br)cc1)N1CCN(c2ccccc2F)CC1	-2%	-3	9%	-19%	-5%	2%	-5	0%	-3%
15	CC1=C(C(=O)OCC2CCCO2)C(c2ccccc2OC(C)C)C2=C(CC(c3ccco3)CC2=O)N1 (stereo not given)	1%	-2	189%[activator]	-13%	4%	26%	-10	0%	?
16	CCOc1cc(Cl)c(NC(=O)c2ccco2)cc1OCC	19%	0	16%	-2%	8%	-1%	-9	3%	-4%
17	CCC(Sc1nnc(-c2ccco2)n1C)C(=O)Nc1nnc(C)s1 (stereo not given)	21%	3	-4%	?	4%	7%	5	7%	-5%
18	CCCCNC(=O)c1nc(-c2ccncc2)oc1-c1ccccc1	?	11	4%	6%	4%	.	-13	0%	.
19	CS(=O)(=O)N1CCCC(C(=O)NCCc2ccc(Cl)cc2)C1 (stereo not given)	3%	3	-2%	-7%	1%	-1%	4	5%	-3%
20	COc1ccc(-c2cccc(NS(=O)(=O)c3cc([N+](=O)[O-])ccc3Cl)c2)nn1	-15%	-26	2%	1%	-14%	13%	1	-8%	-201%[inhibitor]
21	COc1ccc(C(=O)C(C)Oc2cccc(NC(=O)c3cccc([N+](=O)[O-])c3)c2)cc1 (stereo not given)	4%	2	18%	2.3µM*	8%	-40%[inhibitor]	-18	-6%	1%
22	O=c1cc(-c2ccc(F)cc2)nc(SCc2nc(-c3ccccc3Cl)no2)[nH]1	.	-15	-6%	4%	.	.	.	0%	.
23	Nc1nnc(SCC(=O)Nc2ccc(S(=O)(=O)N3CCOCC3)cc2)s1	10%	11	1%	23%	3%	-14%	-6	2%	-3%
24	O=C(CC(=O)N/N=C/c1cccs1)NCc1ccccc1	4%	-5	3%	?	7%	26%	2	11%	-10%
25	CCOc1cc(C(=O)Nc2ccc(C)cc2C)ccc1OCC(=O)N1CCCCC1	8%	1	-7%	-5%	2%	-3%	10	1%	-1%
26	C=CCn1cccc(C(=O)Nc2ccc(OC)cc2)c1=O	2%	-9	0%	0%	7%	13%	14	1%	-15%
27	O=C(Cc1ccc(NS(=O)(=O)c2ccc(F)cc2)cc1)NCc1ccccc1	-17%	6	-8%	?	-4%[9.24 µM]	6%	19	-27%	0%
28	CCC/C=N/Nc1nc2ccccc2s1	?	1	-3%	?	?	?	-14	3%	?
29	Cc1ccnc(NS(=O)(=O)c2ccc(Oc3ccccc3)cc2)c1	-5%	9	-4%	0%	-20%	14%	18	-11%	-12%
30	CC1(C)NC(=O)N(CCOCCOc2cccc(Oc3ccccc3)c2)C1=O	-16%	21	2%	-7%	-18%	-5%	32	-23%	-4%
31	Cc1ccccc1NC(=S)c1ccc2ccccc2n1	9%	7	0%	-2%	-4%	5%	30	1%	-7%
32	Cc1c(CCOC(=O)c2cc([N+](=O)[O-])cc([N+](=O)[O-])c2)sc[n+]1CCCCS(=O)(=O)[O-]	5%	0	-18%	5%	0%	-12%	27	-1%	-43%[inhibitor]
33	O=C(O)CSCC(=O)Nc1cccc2ccccc12	0%	3	4%	4%	-7%	0%	15	-7%	?
34	O=C(NCC1CCN(Cc2ccc(F)cc2)CC1)Nc1cc(F)ccc1F	-11%	-2	-25%	-5%	1%	?	-29	0%	1%
35	CCCN1CCC(C)(C(=O)Nc2ccccc2Oc2ccccc2)C1 (stereo not given)	5%	-10	2%	0%	1%	.	0	0%	.
36	COc1cc(NC(C)CCCN)c2nc(C)ccc2c1Oc1ccc(F)cc1 (stereo not given)	-10%	-12	-17%	-1%	-29%	.	-17	0%	.
37	Cc1cccc(NC(=O)NC2COc3ccccc3C2)c1C (stereo not given)	.	-9	-8%	3%	.	.	.	-1%	.
38	CCOC(=O)Cc1cc(=O)[nH]c(/N=C(\N)Nc2ccc(C)cc2C)n1	-7%	3	-5%	4%	-6%	2%	112	-3%	-4%
39	COc1ccc(N2CCC(CNC(=O)Nc3ccc(OC)cc3OC)C2)cc1 (stereo not given)	-4%	-4	-8%	-7%	1%	-2%	-5	-4%	7%
40	CCCC[n+]1ccn(-c2nc3ccccc3nc2[N-]S(=O)(=O)c2ccc(Cl)cc2)c1	-5%	9	1%	22%	-13%	?	15	3%	9%
41	CCOC(=O)c1c(C)[nH]c(C)c1S(=O)(=O)N1CCC(C(=O)N2CCN(c3ccccc3)CC2)CC1	.	6	-5%	29%	.	.	.	19%	.
42	O=C1c2ccccc2C(=O)N1Cc1nn2c(-c3ccc(Cl)cc3)nnc2s1	1%	3	9%	21%	5%	-1%	11	?	-4%
43	Clc1nc(-c2cccnc2)nc2scc(-c3ccccc3)c12	-4%	13	9%	-7%	-3%	16µM*	-2	-1%	12µM*
44	CCCCNc1c(-c2ccc(-c3cccc(Cl)c3)cc2)nc2ccc(Cl)cn12	11%	3	10%	-10%	19%	12%	-7	6%	-16%
45	O=C(c1cccc(S(=O)(=O)N2CCOCC2)c1)N1CCCC1	0%	-4	0%	1%	-2%	8%	16	0%	-3%
46	COc1ccc(C2=CC(c3cc(Br)ccc3F)n3c(nc4ccccc43)N2)cc1 (stereo not given)	.	-4	0%	?	.	.	.	?	.
47	Cc1nn(CC(=O)c2ccccc2)c(=O)c2nn(-c3ccccc3F)c(C)c12	-4%	-10	7%	-1%	-3%	20%	-15	-2%	0%
48	N#CC1(NC(=O)CSc2nnc(Nc3ccccc3F)s2)CCCC1	6%	1	-21%	?	20%	-3%	12	11%	-2%
49	COC(=O)Cc1ccc(NC(=S)N2CCN(CCO)CC2)cc1	4%	12	4%	7%	7%	-3%	15	18%	-3%
50	C[C@H](NC(=O)[C@@H]1Cc2ccccc2CN1C(=O)OC(C)(C)C)C(=O)NC1CCCCC1	13%	0	-7%	16%	13%	5%	19	6%	2%

Entries listed so far that contain fluorine (nine):
#	Compound	HT1080-NT tox	DRD3 agonist	GLP1R cytotox	KB-V1 MDR tox	HT1080 IDH1KD tx	MCF10A rereplic	IL-1B inflam inh	KB-3-1 cytotox	SW480 rereplic
5	O=C(Nc1ccccc1N1CCOCC1)c1ccc(F)c(S(=O)(=O)N2CCOCC2)c1	9%[9.24 µM]	10	-2%	?	7%	?	0	-27%	-6%
14	O=C(CCS(=O)(=O)c1ccc(Br)cc1)N1CCN(c2ccccc2F)CC1	-2%	-3	9%	-19%	-5%	2%	-5	0%	-3%
22	O=c1cc(-c2ccc(F)cc2)nc(SCc2nc(-c3ccccc3Cl)no2)[nH]1	.	-15	-6%	4%	.	.	.	0%	.
27	O=C(Cc1ccc(NS(=O)(=O)c2ccc(F)cc2)cc1)NCc1ccccc1	-17%	6	-8%	?	-4%[9.24 µM]	6%	19	-27%	0%
34	O=C(NCC1CCN(Cc2ccc(F)cc2)CC1)Nc1cc(F)ccc1F	-11%	-2	-25%	-5%	1%	?	-29	0%	1%
36	COc1cc(NC(C)CCCN)c2nc(C)ccc2c1Oc1ccc(F)cc1 (stereo not given)	-10%	-12	-17%	-1%	-29%	.	-17	0%	.
46	COc1ccc(C2=CC(c3cc(Br)ccc3F)n3c(nc4ccccc43)N2)cc1 (stereo not given)	.	-4	0%	?	.	.	.	?	.
47	Cc1nn(CC(=O)c2ccccc2)c(=O)c2nn(-c3ccccc3F)c(C)c12	-4%	-10	7%	-1%	-3%	20%	-15	-2%	0%
48	N#CC1(NC(=O)CSc2nnc(Nc3ccccc3F)s2)CCCC1	6%	1	-21%	?	20%	-3%	12	11%	-2%

Assay outcomes as filed in PubChem BioAssay.
